NPY2 pot ag: potentiators or agonists of human neuropeptide Y receptor Y2 | P49146 | 0.45% of 220,000 active | activation, % at 3.6 µM | cells expressing NPY-Y2, potentiator/agonist read-out; in the data active = activation above about 27%;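 note: cells stimulated with NPY near EC25 plus isoproterenol at EC100; 0% = vehicle plus submaximal agonist and 100% = vehicle plus saturating agonist; some results beyond the cut were filed as inactive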
NPY-Y1 PAM-ag: potentiators or agonists of human neuropeptide Y receptor Y1; P25929; NPY-Y1 expressing cells, potentiator/agonist activation; activation, % at 3.6 µM; 0.37% of 220,000 active; AID 1304; in the data active = activation above about 33%, passing the limit was not always enough;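 note: cells stimulated with NPY at EC10 then isoproterenol at EC100; 0% = low agonist plus stimulus and 100% = saturating agonist plus stimulus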
Target sequence (P25929 whole entry, looked up): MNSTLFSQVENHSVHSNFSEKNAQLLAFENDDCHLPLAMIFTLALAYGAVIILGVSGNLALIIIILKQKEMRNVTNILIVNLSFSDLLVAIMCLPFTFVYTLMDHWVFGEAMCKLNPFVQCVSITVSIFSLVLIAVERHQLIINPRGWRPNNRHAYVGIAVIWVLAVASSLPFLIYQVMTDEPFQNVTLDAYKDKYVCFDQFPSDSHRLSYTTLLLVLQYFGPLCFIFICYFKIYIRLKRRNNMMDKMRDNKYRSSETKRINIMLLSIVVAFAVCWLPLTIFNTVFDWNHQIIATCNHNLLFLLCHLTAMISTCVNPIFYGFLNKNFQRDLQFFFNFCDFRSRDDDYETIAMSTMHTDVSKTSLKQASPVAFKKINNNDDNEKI
BaF3 tox: parental Ba/F3 viability inhibition as JAK2V617F counter-screen; inhibition, % at 5.6 µM; CellTiter-Glo ATP luminescence; 1.1% of 220,000 active;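 active = inhibition above a per-campaign cutoff, the mean inhibition of all tested compounds plus 3 SD, cut at about 27% in these data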;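 note: 0% = DMSO wells and 100% = JAK Inhibitor I control wells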
RBBP9 inhibitor: blocks human serine hydrolase RBBP9. recombinant RBBP9, FP-Rh probe fluorescence polarization. inhibition, % at 7.94 µM. 0.2% of 220,000 active. AID 1515;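 active = inhibition above the campaign mean of all tested compounds plus 3 SD, cut at about 14% in these data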;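 note: plate controls were DMSO wells with RBBP9 for no effect and wells lacking RBBP9 protein for full effect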
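Test system: recombinant human RBBP9; Timing: 30 min then 45 min, 25 °C; Detection: fluorescence polarization; Control set: RBBP9 with DMSO as uninhibited control, no-protein wells as full inhibition; Compound dosing: one concentration, 7.94 µM nominal, 0.794% DMSO; Probe or stimulus: FP-Rh activity-based probe, 375 nM before mixing.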
Ba/F3 V617F tox: lowers viability of Ba/F3 cells expressing EpoR and JAK2V617F | 1.1% of 220,000 active | ATP luminescence | inhibition, % at 5.6 µM;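 active = inhibition above the campaign mean plus 3 SD over all tested compounds, cut at about 24% in these data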;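 note: cytokine-independent growth of Ba/F3 cells driven by EpoR plus mutant JAK2; 0% = DMSO-treated cells and 100% = JAK inhibitor I control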
S1P4 antag: antagonists of human S1P4 receptor. inhibition, % at 4.98 µM. S1P4-expressing cells, antagonist mode, reporter read-out. O95977. AID 1510. 0.26% of 220,000 active; in the data active = inhibition above about 29%;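 note: 0% = wells stimulated with agonist and 100% = vehicle wells without agonist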
NPY-Y1 antag: NPY-Y1 (human) receptor antagonism | P25929 | HEK293-CNG Y1 cells, membrane potential fluorescence; NPY at EC95, then isoproterenol | inhibition, % at 3.6 µM | 1% of 200,000 active;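 active = inhibition above the campaign mean inhibition of all tested compounds plus 3 SD, cut at about 20% in these data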;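 note: 0% = DMSO wells given NPY plus isoproterenol and 100% = isoproterenol alone without NPY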
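Test system: HEK293 cells co-expressing NPY Y1 receptor and cyclic-nucleotide gated channel; Also added: NPY (25 nM), isoproterenol (1 µM), Ro 20-1724 (25 µM); Compound dosing: one concentration, 3.6 µM, in 0.4% DMSO; Timing: dye 3 h, compound 60 min room temperature, stimulation 45 min; Technique: Membrane-potential fluorescent dye readout.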
Runt-CBFb FRET: blocks binding of human RUNX1 Runt domain to CBFb. Q01196+Q13951. Cerulean-Runt/Venus-CBFb FRET ratio 530/480, 1 h. inhibition, % at 20 µM. 0.46% of 220,000 active. AID 1496;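 active = inhibition over about 50% at 20 µM in the single-dose screen, limit read from the data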;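 note: 0% = DMSO wells and 100% = excess unlabeled CBFb competitor control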
Target sequence (Q01196 whole entry, looked up, the tested form may be a part): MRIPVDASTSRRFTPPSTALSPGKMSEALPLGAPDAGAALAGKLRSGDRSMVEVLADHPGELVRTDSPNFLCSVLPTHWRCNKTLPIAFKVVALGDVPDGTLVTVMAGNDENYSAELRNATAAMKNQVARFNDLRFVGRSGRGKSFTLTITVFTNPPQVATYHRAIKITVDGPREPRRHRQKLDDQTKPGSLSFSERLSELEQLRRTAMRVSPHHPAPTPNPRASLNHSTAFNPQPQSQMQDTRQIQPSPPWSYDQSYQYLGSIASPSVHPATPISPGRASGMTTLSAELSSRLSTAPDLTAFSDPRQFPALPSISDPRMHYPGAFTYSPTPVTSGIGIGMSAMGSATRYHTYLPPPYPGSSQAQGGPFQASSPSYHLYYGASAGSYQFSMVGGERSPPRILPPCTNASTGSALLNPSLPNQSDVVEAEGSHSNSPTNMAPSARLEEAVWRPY
Target sequence (Q13951 whole entry, looked up, the tested form may be a part): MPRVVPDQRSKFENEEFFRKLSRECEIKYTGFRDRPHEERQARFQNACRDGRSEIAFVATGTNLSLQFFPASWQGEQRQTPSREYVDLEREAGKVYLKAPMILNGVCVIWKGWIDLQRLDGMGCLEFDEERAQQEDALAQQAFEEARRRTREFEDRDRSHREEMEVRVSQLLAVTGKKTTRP
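Assay system: Cerulean-Runt domain / Medium: Tris 50 mM pH 7.5, KCl, K2SO4, 0.01% BSA / Timing: protein complex preformed 1 h, compound exposure 1 h, room temperature, dark / Measured by: FRET, excitation 422 nm, emission at 530 and 480 nm / Evaluation: loss of energy transfer signal / Control set: 5 µM unlabeled CBFb as full-inhibition high control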
S1P4 ag: activates the human S1P4 receptor; S1P4-expressing cell line, agonist reporter assay; activation, % at 4.98 µM; 0.35% of 220,000 active; AID 1509; in the data active = activation above about 11%;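 note: 0% = DMSO vehicle and 100% = reference agonist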
* hit, by the source's call; / = no result given.

No. | mol | NPY-Y1 PAM-ag | NPY-Y1 antag | Runt-CBFb FRET | NPY2 pot ag | Ba/F3 V617F tox | BaF3 tox | S1P4 ag | RBBP9 inhibitor | S1P4 antag
1 | COc1ccc(CCNC(=O)c2cn3ccc(C)cc3n2)cc1OC | 4 | 2 | 0 | 5 | -1 | 2 | -0.7 | -7 | -25
2 | Cn1ncc(Cl)c1C(=O)N1CCN(c2ncccn2)CC1 | 4 | 1 | -2 | -6 | 5 | 10 | -1.3 | 9 | -8
3 | COc1cccc2sc(NC(=O)c3ccc(S(=O)(=O)N4CCOCC4)cc3)nc12 | -2 | -5 | -2 | -7 | 2 | 10 | -0.1 | -5 | 8
4 | CCN(CC)CCNC(=O)Cn1c(-c2ccccn2)nc2ccccc21 | 20 | 0 | 2 | 3 | -2 | 2 | 0.7 | 5 | -22
5 | CCOC(=O)N1CCN(Cc2ccc(O)c3ncccc23)CC1 | 1 | -2 | 1 | -11 | 3 | 7 | 0.0 | 1 | -6
6 | COCCNCCCCOc1ccccc1-c1ccccc1 | -19 | 9 | -2 | 7 | 2 | 6 | -0.6 | -9 | -24
7 | O=C(Nc1ccc(Cl)cc1)c1ccc2c(c1)OCO2 | -20 | 9 | 1 | -7 | -2 | 2 | 1.6 | -1 | -16
8 | CCN(c1ccc(NC(=O)COC(=O)CCC(=O)c2ccc(F)cc2)cc1)C(C)C | -21 | 1 | 1 | -22 | 3 | 4 | -1.9 | -6 | -6
9 | COc1ccc(O)c(C(=O)c2cnc3onc(C)c3c2)c1 | -12 | 2 | -1 | 1 | -1 | 6 | -1.1 | -4 | -7
10 | CN1CCN(c2nc(-c3cccnc3)nc3scc(-c4ccccc4)c23)CC1 | -38 | 28* | -1 | -23 | 2 | 6 | 0.5 | -5 | -28
11 | COc1ccc(S(=O)(=O)NCc2ccccc2Cl)cc1OC | -8 | 2 | 0 | 3 | -2 | 3 | -0.9 | -1 | 2
12 | CCOC(=O)/C(=C\c1ccc([N+](=O)[O-])cc1)C(=O)c1cc(C(C)=O)c(Nc2ccccc2)s1 | -13 | 5 | 0 | -2 | 0 | 5 | 0.5 | -7 | 9
13 | CC(C)OC(=O)CSc1nnc2c(n1)[nH]c1ccc(F)cc12 | -22 | -4 | -1 | 0 | -1 | -1 | 1.8 | -5 | -12
14 | Cc1cccc(NC2(C(F)(F)F)N=C3SCCN3C2=O)n1 (configuration not stated) | -20 | -4 | 2 | -14 | 0 | 2 | -0.4 | -6 | -1
15 | CC(=O)C1=C(C)N(Cc2ccccc2)C(=O)N[C@@H]1c1cccc(C(F)(F)F)c1 | 12 | -4 | -5 | 10 | 3 | 2 | 1.1 | -2 | 1
16 | O=C(NNC(=S)NC1CC2C=CC1C2)c1ccncc1 (configuration not stated) | 16 | / | 2 | -10 | 3 | -7 | -0.6 | -4 | -8
17 | CN(C)Cc1c(O)ccc2[nH]cnc12 | -10 | 6 | 5 | -3 | -3 | 2 | -1.8 | -3 | 1
18 | CCSc1ncnc2c1sc1nc3c(cc12)COC(C)(C)C3 | -9 | 12 | -3 | 12 | 7 | 10 | -0.8 | 2 | -25
19 | CCNC(=S)N1CCN(CCN=CC2=C(O)CC(c3ccco3)CC2=O)CC1 (configuration not stated) | -9 | -5 | 2 | -7 | -3 | 2 | -3.6 | -7 | 1
20 | Cc1cc(C)n(C(=O)c2cc3sccc3[nH]2)n1 | 4 | -3 | 2 | 0 | -6 | 1 | -0.6 | -3 | -10
21 | Cc1ccc(-c2csc3ncnc(SCC(=O)O)c23)cc1 | -6 | / | -2 | -3 | -5 | -1 | -1.9 | 0 | 4
22 | CC1=CC(C)C(/C=N/N=C(N)N)C(C)C1 (configuration not stated) | 5 | / | 1 | 5 | 10 | -5 | 1.3 | 2 | 6
23 | COc1ccccc1/C=N/NC(=O)C(NC(=O)c1ccccc1)=C(C)C | -3 | 0 | -1 | 4 | -3 | 1 | 0.0 | 2 | -6
24 | O=C(NNC(=S)NCc1ccco1)c1ccc(S(=O)(=O)N2CCOCC2)cc1 | 9 | 2 | 26 | -2 | -2 | 5 | 2.7 | -10 | -2
25 | c1ccc(OCCCc2nc(-c3ccccn3)no2)cc1 | -23 | 5 | 2 | -11 | -2 | 2 | -0.9 | 8 | -16
26 | Cc1ccc(-n2c(SCc3nc4ccccc4[nH]3)nnc2-c2ccncc2)cc1 | -11 | 1 | 2 | 1 | 2 | 8 | 0.5 | -1 | 7
27 | COc1ccc(NC(=O)CN2C(=O)CSC(C)C2=O)cc1 (configuration not stated) | 1 | 2 | -2 | -4 | -1 | 6 | 1.8 | -8 | -12
28 | COc1ccc(C(=O)NNC(=S)NC(=O)C(C)(C)C)cc1 | -2 | 4 | 9 | 4 | -3 | -1 | 1.8 | -1 | -1
29 | CCOC(=O)c1cc2c(=O)n3ccccc3nc2n(Cc2ccco2)c1=NC(=O)c1ccc(OC)cc1 | 29 | 3 | 89* | 6 | 13 | 1 | 2.9 | -5 | -10
30 | C1CN(c2nc3nonc3nc2N2C[C@H]3CC[C@H]2C3)CCS1 | 15 | 4 | 2 | 3 | -3 | 0 | 0.1 | -2 | 5
31 | O=c1[nH]c(CCC2CCCC2)nc2ccccc12 | -25 | 4 | 0 | -1 | -2 | 7 | 1.5 | -7 | -16
32 | Cc1nc2nc(Cc3ccccc3)[nH]n2c(=O)c1Cc1ccccc1 | -18 | -10 | -1 | -6 | -1 | 5 | -0.9 | 1 | -24
33 | COc1ccc(C(=O)NNC(=O)c2ccc(S(=O)(=O)N3CC(C)OC(C)C3)cc2)cc1 (configuration not stated) | 1 | 0 | -2 | -12 | 3 | 10 | -0.4 | -1 | -1
34 | O=C(c1ccc(Br)o1)N1CCCc2ccccc21 | 8 | 1 | -3 | 3 | 1 | 1 | -0.4 | -11 | -4
35 | Cc1ccc2nc(SC(C(=O)Nc3ccc(F)cc3)c3ccccc3)[nH]c2c1 (configuration not stated) | -27 | 6 | 0 | -15 | -2 | 3 | -2.1 | -10 | -21
36 | CCOc1ccc(CCNC(=O)C(O)c2ccccc2)cc1 (configuration not stated) | 4 | -6 | -1 | 19 | -1 | 0 | 0.5 | -2 | 7
37 | O=C(O)CCNC(=O)c1ccc(NC(=O)Cc2ccc(Cl)cc2)cc1 | 11 | -2 | -1 | -1 | -1 | 4 | 1.1 | -5 | -11
38 | COc1cc(CC(=O)Nc2cccc(C(F)(F)F)c2)cc(OC)c1OC | -18 | -5 | -4 | 5 | 4 | 9 | -0.1 | -8 | -9
39 | CC(=O)Nc1ccc(S(=O)(=O)Nc2ccc3c(c2)OCCO3)cc1Cl | 3 | / | 7 | 9 | 3 | 7 | 1.1 | 2 | -10
40 | O=C(O)CCC(=O)N1CCN(c2cccc(Cl)c2)CC1 | 5 | 3 | 1 | -1 | -3 | 3 | -0.3 | -10 | -11

Given with values under each structure: part of the list above
Below each compound – NPY-Y1 PAM-ag, NPY-Y1 antag, Runt-CBFb FRET, NPY2 pot ag, Ba/F3 V617F tox, BaF3 tox, S1P4 ag, RBBP9 inhibitor, S1P4 antag
[31] O=c1[nH]c(CCC2CCCC2)nc2ccccc12
 : -25, 4, 0, -1, -2, 7, 1.5, -7, -16
[19] CCNC(=S)N1CCN(CCN=CC2=C(O)CC(c3ccco3)CC2=O)CC1 (configuration not stated)
 : -9, -5, 2, -7, -3, 2, -3.6, -7, 1

From entry 28 to 31, as listed above:
No. | mol | NPY-Y1 PAM-ag | NPY-Y1 antag | Runt-CBFb FRET | NPY2 pot ag | Ba/F3 V617F tox | BaF3 tox | S1P4 ag | RBBP9 inhibitor | S1P4 antag
28 | COc1ccc(C(=O)NNC(=S)NC(=O)C(C)(C)C)cc1 | -2 | 4 | 9 | 4 | -3 | -1 | 1.8 | -1 | -1
29 | CCOC(=O)c1cc2c(=O)n3ccccc3nc2n(Cc2ccco2)c1=NC(=O)c1ccc(OC)cc1 | 29 | 3 | 89* | 6 | 13 | 1 | 2.9 | -5 | -10
30 | C1CN(c2nc3nonc3nc2N2C[C@H]3CC[C@H]2C3)CCS1 | 15 | 4 | 2 | 3 | -3 | 0 | 0.1 | -2 | 5
31 | O=c1[nH]c(CCC2CCCC2)nc2ccccc12 | -25 | 4 | 0 | -1 | -2 | 7 | 1.5 | -7 | -16

Next section.
No. | mol | NPY-Y1 PAM-ag | NPY-Y1 antag | Runt-CBFb FRET | NPY2 pot ag | Ba/F3 V617F tox | BaF3 tox | S1P4 ag | RBBP9 inhibitor | S1P4 antag
41 | CCOc1ccc(CC(C(=O)NN)C(=O)NN)cc1CN(C)C | 13 | -1 | -1 | 10 | -1 | 1 | -2.0 | -2 | -7
42 | COc1ccc2nc(N3C(=O)CC(C(C)c4ccccc4)C3=O)sc2c1 (configuration not stated) | -23 | 9 | 0 | 0 | -2 | 8 | 0.4 | -8 | -3
43 | CC(C)CN(CC(C)C)c1ccc(/C=N/n2cnnc2)cc1[N+](=O)[O-] | -8 | 3 | -9 | 1 | 0 | 1 | -0.9 | -4 | -6
44 | COc1ccc(Nc2oc(-c3ccccc3F)nc2C#N)cc1 | 5 | / | 1 | 7 | 2 | 3 | -0.1 | -8 | 6
45 | Cc1cc(=O)[nH]c(-c2ccc(C(F)(F)F)cc2)n1 | 0 | / | 0 | 11 | 0 | -2 | 1.2 | 1 | -21
46 | CCCS(=O)(=O)N1CCC(C(=O)N2CCC(Cc3ccccc3)CC2)CC1 | 22 | 1 | -1 | 0 | -1 | 3 | -0.5 | -9 | -13
47 | CCNc1nc(CSc2ccccc2)nc2sc(C)c(C)c12 | -30 | 9 | 0 | -12 | 1 | 4 | -0.1 | -11 | -13
48 | COc1ccccc1N(C)S(=O)(=O)c1ccc(C(=O)OCC(=O)NCc2cccs2)cc1 | 9 | / | -1 | 9 | 1 | 3 | 1.7 | 0 | -3
49 | CC1(c2ccccc2)NC(=O)N(CC(=O)Nc2ccc3c(c2)OCO3)C1=O (configuration not stated) | -1 | -4 | 1 | 5 | -2 | 1 | 1.4 | 12 | -8
50 | O=C(COc1cc(O)c2c(=O)c3ccccc3oc2c1)OCc1ccccc1 | 7 | / | 0 | 1 | -3 | -3 | 0.7 | -2 | 10

Taken from above.
no. 42 in Runt-CBFb FRET → 0
no. 11 in S1P4 antag → 2
no. 10 in NPY-Y1 antag → 28*

Arranged by number of heavy atoms (rising): 3 of the compounds above
No. | mol | NPY-Y1 PAM-ag | NPY-Y1 antag | Runt-CBFb FRET | NPY2 pot ag | Ba/F3 V617F tox | BaF3 tox | S1P4 ag | RBBP9 inhibitor | S1P4 antag
21 | Cc1ccc(-c2csc3ncnc(SCC(=O)O)c23)cc1 | -6 | / | -2 | -3 | -5 | -1 | -1.9 | 0 | 4
37 | O=C(O)CCNC(=O)c1ccc(NC(=O)Cc2ccc(Cl)cc2)cc1 | 11 | -2 | -1 | -1 | -1 | 4 | 1.1 | -5 | -11
42 | COc1ccc2nc(N3C(=O)CC(C(C)c4ccccc4)C3=O)sc2c1 (configuration not stated) | -23 | 9 | 0 | 0 | -2 | 8 | 0.4 | -8 | -3

Screening data deposited in PubChem by several laboratories.
